Screening data: PubChem, several laboratories
IDE act: human IDE activators in live cells, primary screen, fluorescence polarization, HEK cells, FAbeta-B substrate. activation, % at 5.96 µM. 0.073% of 340,000 active. FAbeta-B cleavage; 0% vehicle, 100% cell-free pure enzyme wells;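 active = activation above the mean of all tested compounds plus 3 SD, set per screening campaign, cut at about 17% in these data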
GalR3 antagonist: GalR3 antagonists in HEK293 cells, primary screen, cell-based, fluorescence readout; HEK293 GalR3-CNG cAMP membrane potential fluorescence; galR3 body fused to GalR1 C-terminus; inhibition, % at 3 µM; 0.44% of 360,000 active; AID 651719, 2012;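 active = inhibition above the screen-wide average plus 3 SD, cut at about 13% in these data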;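 also: forskolin and galanin both at EC90 stimulate the cells; cAMP rise reported by CNG channel membrane potential dye signal; 0% = forskolin plus galanin with DMSO and 100% = forskolin alone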
Target sequence (O60755 1-299 limits assumed): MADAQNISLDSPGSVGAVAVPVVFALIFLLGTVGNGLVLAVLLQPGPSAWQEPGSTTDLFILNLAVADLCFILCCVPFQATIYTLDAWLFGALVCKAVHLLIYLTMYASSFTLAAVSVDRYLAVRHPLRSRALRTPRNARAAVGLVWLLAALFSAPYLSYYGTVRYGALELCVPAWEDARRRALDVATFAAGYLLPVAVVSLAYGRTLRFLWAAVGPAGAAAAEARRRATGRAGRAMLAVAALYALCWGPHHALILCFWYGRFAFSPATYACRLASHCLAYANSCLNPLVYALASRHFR
IMP-1 inhibitor: IMP-1 metallo-beta-lactamase inhibitors, primary screen, biochemical, epi-absorbance readout, Pseudomonas aeruginosa enzyme | metallo-beta-lactamase IMP-1 (Pseudomonas aeruginosa) | purified IMP-1, nitrocefin hydrolysis, epi-absorbance fluorescence | inhibition, % at 5.6 µM | 0.45% of 290,000 active;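 active = inhibition above the mean plus 3 SD of all compounds in the same screening run, cut at about 4.5% in these data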;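 also: 0% = IMP-1 with DMSO and 100% = DMSO wells lacking enzyme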
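System – purified recombinant IMP-1 beta-lactamase · Input – IMP-1 dispensed at 0.2 nM · Timing – 15 min preincubation plus 25 min reaction at 25 °C · Signal – Epi-absorbance fluorescence, 480 nm excitation, 530 nm emission · Measure – percent IMP-1 inhibition derived from blank-referenced optical density · Controls – Enzyme-plus-DMSO low control, enzyme-free DMSO high control · Replication – singlicate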
NS3 helicase inh: inhibitors of HCV NS3 helicase, primary screen, biochemical, Cy5 molecular beacon fluorescence; Hepatitis C virus NS3 helicase; NS3 helicase DNA unwinding; inhibition, % at 10.9 µM; 0.56% of 290,000 active; AID 1800, 2009;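 active = inhibition above the mean of all tested compounds plus 3 SD, set per campaign, cut at about 35% in these data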;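 also: 0% = DMSO wells and 100% = thioflavine S control wells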
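Control set: DMSO versus 110 µM thioflavine S; Material: NS3 helicase fragment of HCV; Measured by: Cy5 fluorescence at 0 and 60 min, beacon hairpin quenching; Read-out basis: percent inhibition from t60/t0 fluorescence ratio; Times: reaction time 60 min, 25 °C; Repeats: single replicate; Compound dosing: single dose, 10.9 µM nominal final, DMSO 0.8% final.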
IDE inh: human IDE inhibitors in live cells, primary screen, fluorescence polarization, HEK cells, FAbetaB substrate; Insulin-degrading enzyme (Homo sapiens), P14735; FAbetaB cleavage; inhibition, % at 5.59 µM; 0.41% of 320,000 active;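 active = percent inhibition above the average of all tested compounds plus 3 SD, set per screening campaign, cut at about 16% in these data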;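 also: IDE supplied by intact live HEK cells; FP after avidin binding of uncleaved biotin substrate so inhibition keeps polarization high; 0% = DMSO wells and 100% = 60 µM reference IDE inhibitor Ii1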
pCIP destab: p/CIP-EGFP fusion destabilizers, primary screen, fluorescence, F442A cells; Q05BA5; 16 h; decrease of EGFP signal, % at 10 µM; 0.01% of 290,000 active;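 active = EGFP signal decrease of at least 30% at 10 µM or well 3 SD below plate mean, unless failing retest; inactive = the rest, including hits failing retest or dose response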; also: some compounds called inactive have numbers as strong as hits; many of its hits are not listed in these tables
CRFR2-BP antag: antagonists of CRF-BP/CRF-R2 complex, primary screen, cell-based, HEK293, calcium dye fluorescence, uHTS | CRF-induced calcium fluorescence | inhibition, % at 11.8 µM | 0.59% of 350,000 active | AID 588475, 2011;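 active = inhibition of the ligand-induced calcium signal above about 50% at the single tested concentration, limit read from the data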
UBC9 SUMO inh: inhibitors of in vitro SUMOylation cascade, primary screen, biochemical, HTRF, uHTS; HTRF SUMOylation assay, SAE1/SAE2 + UBC9; inhibition, % at 35 µM; 0.36% of 290,000 active; AID 2006, 2009; in the data active = inhibition above about 50%, passing the limit was not always enough; also: strong numbers were not always called active
Target sequence (P63279 whole entry, looked up): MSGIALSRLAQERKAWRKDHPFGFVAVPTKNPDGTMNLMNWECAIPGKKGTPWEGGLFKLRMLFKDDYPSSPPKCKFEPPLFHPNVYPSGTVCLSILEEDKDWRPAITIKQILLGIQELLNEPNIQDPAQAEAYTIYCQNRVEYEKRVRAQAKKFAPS
VIM-2 inhibitor: VIM-2 metallo-beta-lactamase inhibitors, primary screen, biochemical, epi-absorbance readout, Pseudomonas aeruginosa enzyme | purified VIM-2, nitrocefin hydrolysis, epi-absorbance fluorescence | 0.89% of 290,000 active | AID 1527, 2009 | inhibition, % at 5.6 µM;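 active = inhibition above the mean of all tested compounds plus 3 SD, cutoff set per screening run, cut at about 7.5% in these data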;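 also: red hydrolysis product quenches plate fluorescence so inhibitors raise well fluorescence; 0% = enzyme with DMSO and 100% = DMSO without enzyme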
* = called active by the depositor; . = not tested or not shown.

SMILES | IDE act | GalR3 antagonist | IMP-1 inhibitor | NS3 helicase inh | IDE inh | pCIP destab | CRFR2-BP antag | UBC9 SUMO inh | VIM-2 inhibitor
O=C(CS(=O)(=O)c1c[nH]c2ccccc12)N1CCCCC1 | -3 | -1 | -1.5 | 2 | -7 | 6 | 3 | 4 | -0.8
COc1ccc2oc(C(=O)NCCc3ccccc3)c(C)c2c1 | 6 | -1 | . | . | 2 | . | 7 | . | .
CCC(C(=O)OCC(=O)NC(=O)NC(C)(C)C)c1ccccc1 (stereo not given) | -5 | -6 | -2.0 | -2 | -1 | -7 | -12 | 7 | -1.8
Cc1ccc(-n2c(C)cc(C)c(C#N)c2=O)cc1 | 2 | 2 | -3.8 | 0 | 1 | -4 | 27 | 4 | -5.4
COCC(C)NC(=O)NC1(C(F)(F)F)Oc2ccc(Cl)cc2O1 (stereo not given) | 1 | -3 | -4.1 | 4 | 6 | 6 | -5 | 15 | -2.7
Cc1ccccc1C(=O)N/N=C/c1ccc([N+](=O)[O-])s1 | 4 | -3 | -1.1 | 14 | 1 | -1 | -12 | 8 | -1.8
Cc1cc2ncn(C(=O)c3cc(-c4ccccc4)nc4ccccc34)c2cc1C | 2 | -3 | -0.3 | -4 | 6 | -16 | -14 | 3 | -2.5
O=c1cc(CO)oc(C(Nc2ccccn2)c2cccc(F)c2)c1O (stereo not given) | -9 | 2 | -3.1 | 4 | -3 | -9 | -2 | -9 | 1.4
O=C(NC1(c2ccccc2)CC1)C1CCC(=O)N(Cc2ccc(Cl)cc2)C1 (stereo not given) | -2 | 0 | -1.8 | -7 | 3 | 2 | -6 | 11 | -1.7
O=c1c2c3c(sc2n2cnnc2n1CCc1ccccc1)CCCC3 | -2 | -3 | -3.5 | -2 | -5 | -20 | 0 | -7 | -3.4
NS(=O)(=O)c1ccc(NC(=O)COC(=O)Cc2c[nH]c3ccccc23)cc1 | 3 | -6 | . | . | 3 | . | 5 | . | .
COc1cccc(NC(=O)c2oc3ccccc3c2NC(=O)C2CC2)c1 | 3 | -5 | -5.2 | -3 | -5 | 14 | 11 | -31 | -3.1
CCc1cccc2c1NC(=O)C2(O)CC(=O)c1cccs1 (stereo not given) | 0 | -5 | 0.1 | -2 | 0 | -1 | -4 | -2 | 1.4
CSc1ccccc1NC(=O)c1ccc(Br)o1 | 3 | -4 | -4.7 | -1 | 4 | -3 | -3 | 6 | -4.5
CCN(Cc1ccccc1)Cc1c(F)cccc1F | 3 | -10 | -2.9 | -3 | 6 | 8 | -3 | -16 | -2.6
COC(=O)c1ccc(NC(=O)CSc2nnc(COc3ccccc3)n2C)cc1 | 3 | -1 | -1.8 | 6 | 4 | -3 | 7 | 2 | -0.4
CC(=O)Nc1ccc(NC(=O)c2ccccc2CCc2ccccc2)cc1 | 4 | -5 | -1.1 | 13 | 7 | -10 | 4 | -2 | -3.0
C=CCN1C(=O)N/C(=C/c2ccccc2OCC(=O)Nc2ccc(F)cc2)C1=O | 4 | -2 | -3.8 | -1 | -2 | 1 | -21 | 25 | -5.0
O=c1ccc(-c2ccc(S(=O)(=O)Nc3ccccc3)o2)n[nH]1 | -2 | -2 | -0.3 | 2 | -1 | -8 | 21 | 7 | -1.3
CCC(=O)Nc1c2c(nn1-c1ccc(C)cc1C)CSC2 | 8 | -2 | -1.4 | 8 | -6 | -8 | -10 | 13 | -3.7
COc1cc(OC)cc(C(=O)N[C@H](C(=O)NCc2ccco2)C(C)C)c1 | 3 | -2 | -4.2 | 0 | 4 | -14 | -15 | 6 | -2.5
CCOc1ccc(OCC(=O)N(C)c2c(N)n(Cc3ccccc3)c(=O)[nH]c2=O)cc1 | 3 | 3 | . | . | -1 | . | -4 | . | .
O=S(=O)(c1cccc2nsnc12)N1CCOCC1 | 1 | -1 | -1.6 | 5 | 6 | -10 | -2 | -4 | -1.4
O=C(NC(=S)NCCC1=CCCCC1)c1ccc(Br)o1 | 5 | -3 | -3.8 | -12 | -2 | -13 | -35 | -10 | -3.2
O=C(Nc1nccs1)c1ccc(N2CCOCC2)c([N+](=O)[O-])c1 | -4 | 0 | -3.4 | 9 | 1 | -20 | 1 | 19 | -2.6
Additional results
SMILES | IDE act | GalR3 antagonist | IMP-1 inhibitor | NS3 helicase inh | IDE inh | pCIP destab | CRFR2-BP antag | UBC9 SUMO inh | VIM-2 inhibitor
CCn1cc(/C=C(\NC(=O)c2ccc(OC)c(OC)c2)C(=O)N2CCN(C)CC2)c2ccccc21 | 5 | -7 | -4.5 | -7 | 6 | -11 | -7 | 6 | -2.2
O=C(CCc1nc2ccccc2c(=O)[nH]1)N1CCN(S(=O)(=O)c2ccccc2Br)CC1 | -3 | 3 | . | . | 1 | . | -6 | . | .
CCc1nc2oc3cc(OC)ccc3c(=O)c2c(=O)n1Cc1ccco1 | 3 | -6 | -2.5 | 6 | -2 | -25 | 0 | 16 | -1.1
CC1CCN(C(=O)COC(=O)CNC(=O)C23CC4CC(CC(C4)C2)C3)CC1 | 3 | -1 | . | . | 7 | . | 9 | . | .
NS(=O)(=O)c1ccc(NC(=O)COc2ccc(S(=O)(=O)N3CCCC3)cc2)cc1 | 4 | -9 | -4.7 | 3 | 2 | -6 | -6 | 2 | -3.2
CCOC(=O)c1ccc(CN(Cc2ccc(C)cc2)S(=O)(=O)c2cccc([N+](=O)[O-])c2)cc1 | 8 | -1 | -2.8 | 3 | -1 | 11 | -22 | -19 | -2.4
CCOc1cccc2cc(C(=O)N3CCc4ccccc4C3)c(=O)oc12 | 1 | -3 | -2.1 | -9 | 0 | -5 | -5 | 22 | -1.6
COCCn1c(SCC(=O)N2CCCc3ccccc32)nnc1-c1ccoc1C | -4 | -1 | -1.8 | 1 | 3 | 4 | 1 | 17 | 1.2
Cc1cc(NC(=O)c2ccc([N+](=O)[O-])o2)ccc1NC(=O)c1ccco1 | 2 | -3 | -2.2 | 2 | . | -9 | 17 | 0 | -0.3
CN(Cc1ccc(Br)s1)C(=O)CNC(=O)c1ccc2c(c1)OCO2 | 2 | -3 | . | . | 9 | . | -3 | . | .
O=C(c1ccccc1)c1ccc(-c2ccc(O)cc2)cc1 | -4 | -10 | -2.0 | 4 | . | -1 | 2 | 17 | -1.7
COCCN(C(=O)COC(=O)/C=C/c1ccc(C(F)(F)F)cc1)c1c(N)n(Cc2ccccc2)c(=O)[nH]c1=O | -3 | -1 | . | . | 3 | . | 4 | . | .
CN(CC(=O)Nc1ccncc1)S(=O)(=O)c1ccccc1 | 1 | -2 | 2.1 | -4 | 2 | 9 | 11 | 20 | -1.5
CCn1c(COc2cccc3ccccc23)nnc1SCC(=O)OC1CCCCC1 | 7 | -4 | -5.5 | -2 | -3 | -19 | -14 | -12 | -3.2
C=CCN1CCN(C(c2cccc(OC)c2OC)c2nnnn2CCC(C)C)CC1 (stereo not given) | -6 | -6 | -3.2 | 2 | -1 | 15 | -2 | 6 | -2.7
CCCc1cc(=O)[nH]c(SCC(=O)c2cc(C)n(-c3c(C)n(C)n(-c4ccccc4)c3=O)c2C)n1 | 4 | -2 | -1.2 | 1 | 1 | -2 | 3 | 12 | -2.0
COCCNC(=S)N(CCc1c(C)[nH]c2ccccc12)Cc1ccco1 | -2 | -2 | -5.3 | -6 | -7 | -10 | 19 | -24 | -5.5
COc1ccc(C2=NN(C(C#N)c3ccc(OC)c(OC)c3)C(c3ccccc3)C2)cc1 (stereo not given) | 5 | -7 | -2.8 | -7 | 0 | 1 | -13 | 18 | -1.1
CCOC(=O)Cc1csc(NC(=O)COc2c(C)cccc2C)n1 | 6 | -4 | -3.1 | -4 | 0 | 0 | -2 | -14 | -0.5
O=c1c(Cc2c(F)cccc2Cl)c(O)ccn1Cc1ccc2c(c1)OCO2 | 11 | -4 | -1.9 | -13 | 3 | -6 | -13 | 14 | -0.5
O=C(COc1ccc2c(C(F)(F)F)cc(=O)oc2c1)Nc1ccc(N2CCOCC2)cc1 | -2 | -3 | -0.7 | -8 | 2 | -16 | 10 | 17 | -1.7
COc1ccccc1Oc1coc2cc(O)ccc2c1=O | 0 | 4 | -2.1 | 4 | 2 | -5 | 7 | 30 | -0.9
CCn1ncc(Br)c1C(=O)NC1CCCCCCC1 | 3 | -3 | 0.2 | -4 | . | -4 | 13 | -12 | -1.9
O=C(NCc1cccnc1)c1ccc(Cl)c(S(=O)(=O)Nc2ccccc2C(=O)NCc2cccnc2)c1 | -1 | 8 | -2.1 | -1 | 0 | 9 | 4 | -8 | -4.8
COC(=O)c1cn(-c2ccccc2)nc1-c1ccccc1 | 2 | -7 | -5.0 | 9 | -5 | -2 | -9 | 4 | -2.1

A second format for part of the listing above.
Structure	IDE act	GalR3 antagonist	IMP-1 inhibitor	NS3 helicase inh	IDE inh	pCIP destab	CRFR2-BP antag	UBC9 SUMO inh	VIM-2 inhibitor
COCCNC(=S)N(CCc1c(C)[nH]c2ccccc12)Cc1ccco1	-2	-2	-5.3	-6	-7	-10	19	-24	-5.5
COc1ccc(C2=NN(C(C#N)c3ccc(OC)c(OC)c3)C(c3ccccc3)C2)cc1 (stereo not given)	5	-7	-2.8	-7	0	1	-13	18	-1.1
CCOC(=O)Cc1csc(NC(=O)COc2c(C)cccc2C)n1	6	-4	-3.1	-4	0	0	-2	-14	-0.5

Going on with the list:
SMILES | IDE act | GalR3 antagonist | IMP-1 inhibitor | NS3 helicase inh | IDE inh | pCIP destab | CRFR2-BP antag | UBC9 SUMO inh | VIM-2 inhibitor
CC1(C)CC(NC(=O)c2ccc3c(c2)OCO3)CC(C)(C)N1 | 2 | . | -1.6 | 0 | 3 | -3 | 4 | 21 | -3.1
O=C(c1ccc2ccccc2c1)N1CCN(Cc2ccccc2)CC1 | 0 | -5 | -2.8 | -13 | 2 | -7 | -4 | -4 | 1.3
COc1ccc(C/C(N)=N/n2cnnc2)cc1 | -1 | -3 | -2.2 | 6 | 3 | 12 | 28 | 5 | -3.6
Cc1cccc(OCC(=O)N2CCN(C(=O)c3ccc([N+](=O)[O-])cc3)CC2)c1 | -3 | -4 | -3.9 | 3 | 3 | -4 | 21 | -3 | -1.1
Cc1ccccc1C(=O)NC1CCN(Cc2nnnn2CCc2ccccc2)CC1 | 1 | -4 | -2.5 | 11 | -6 | 4 | 11 | 8 | -2.2
COC(CNC(=O)CCc1c(C)nc2c(-c3ccccc3)c(C)nn2c1C)OC | -1 | -10 | 0.3 | -1 | 1 | -9 | 8 | 16 | -1.0
CS(=O)(=O)c1[nH]nc(-c2cccc(Cl)c2)c1C#N | . | -5 | -2.2 | 4 | 6 | -12 | 5 | -8 | -1.6
CCOc1ccc(-c2[nH]nc3c2C(c2ccc(O)cc2)C(C#N)=C(N)O3)cc1 (stereo not given) | 0 | -1 | -3.5 | 0 | 5 | -12 | -40 | -19 | -2.1
